From PubChem BioAssay
V1R ag counter: V1a receptor agonism, counter-screen for OXTR agonists; activation, % at 3 µM; P37288; hit rate 0.25% among 320,000; AID 2797; CHO-V1R cells, Fluo-8 calcium fluorescence, agonist mode; 0% DMSO, 100% 3 nM vasopressin;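 active = activation above the mean activation of all tested compounds plus 3 SD, per screening run, cut at about 20% in these data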;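 note: signal is peak over basal fluorescence ratio across a 100 second FLIPR read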
Target sequence (P37288 whole entry, looked up): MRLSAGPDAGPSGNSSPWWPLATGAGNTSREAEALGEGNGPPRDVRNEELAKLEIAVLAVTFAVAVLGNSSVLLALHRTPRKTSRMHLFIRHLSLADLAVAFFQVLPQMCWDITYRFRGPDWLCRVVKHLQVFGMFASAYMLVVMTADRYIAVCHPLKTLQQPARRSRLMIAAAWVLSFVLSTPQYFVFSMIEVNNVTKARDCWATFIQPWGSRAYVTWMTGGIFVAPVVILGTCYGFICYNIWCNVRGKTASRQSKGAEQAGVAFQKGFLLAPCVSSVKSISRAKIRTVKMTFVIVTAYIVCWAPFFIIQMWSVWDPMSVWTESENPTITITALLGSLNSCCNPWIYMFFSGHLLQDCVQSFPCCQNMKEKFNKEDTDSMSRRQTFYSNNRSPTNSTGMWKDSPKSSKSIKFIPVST
MEKK2 WT-MEK5: raises or lowers MEK5 binding to wildtype human MEKK2 PB1 domain | bead flow cytometry, Alexa488-MEK5 binding to MEKK2 WT; actives lie on both sides | hit rate 1.1% among 290,000 | binding response (% of control), % at 10 µM | Q9Y2U5 | AID 1531; in the data active = binding response below about 67% or above about 130%
OXTR agonist: agonists of human oxytocin receptor | P30559 | CHO-OTR cells, Fluo-8 calcium fluorescence; normalized: DMSO 0%, oxytocin 100% | activation, % at 3 µM | hit rate 0.32% among 320,000;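 active = activation above the mean of all tested compounds plus 3 SD, cutoff set per screening run, cut at about 20% in these data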;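 note: peak over basal fluorescence ratio from a 100 s FLIPR kinetic read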
MEKK2 mut-MEK5: signal of MEK5 binding to mutant human MEKK2 PB1 domain; percent response, % at 10 µM; AID 1530; hit rate 0.35% among 290,000; bead flow cytometry, Alexa488-MEK5 binding to MEKK2 mutant; in the data active = percent response above about 24%, passing the limit was not always enough; note: inactives centre near 1; some results filed as inactive read as strong as hits
GalR3 antagonist: blocks the human galanin receptor 3 | O60755 | HEK293 GalR3-CNG cAMP membrane potential fluorescence; galR3 body fused to GalR1 C-terminus | inhibition, % at 3 µM | hit rate 0.44% among 360,000 | AID 651719;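 active = inhibition above the screen-wide average plus 3 SD, cut at about 13% in these data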;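 note: forskolin and galanin both at EC90 stimulate the cells; cAMP rise reported by CNG channel membrane potential dye signal; 0% = forskolin plus galanin with DMSO and 100% = forskolin alone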
Target sequence (O60755 1-299 limits assumed): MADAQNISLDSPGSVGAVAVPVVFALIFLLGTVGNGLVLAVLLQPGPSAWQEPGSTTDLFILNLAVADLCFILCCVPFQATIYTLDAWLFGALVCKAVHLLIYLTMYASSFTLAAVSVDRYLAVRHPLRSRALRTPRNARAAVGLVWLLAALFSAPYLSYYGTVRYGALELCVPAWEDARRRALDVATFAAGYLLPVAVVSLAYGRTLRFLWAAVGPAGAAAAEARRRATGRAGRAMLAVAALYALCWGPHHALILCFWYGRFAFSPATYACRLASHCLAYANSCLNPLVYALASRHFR
GPR7 antag: antagonists of human GPR7 (neuropeptides B/W receptor 1). P48145. hit rate 1.1% among 290,000. GPR7-expressing cells, fluorescence antagonist assay. inhibition, % at 4.4 µM; in the data active = inhibition above about 16%, passing the limit was not always enough;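 note: cells stimulated with the agonist NPW; 0% = agonist with vehicle and 100% = vehicle without agonist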
Target sequence (P48145 whole entry, looked up): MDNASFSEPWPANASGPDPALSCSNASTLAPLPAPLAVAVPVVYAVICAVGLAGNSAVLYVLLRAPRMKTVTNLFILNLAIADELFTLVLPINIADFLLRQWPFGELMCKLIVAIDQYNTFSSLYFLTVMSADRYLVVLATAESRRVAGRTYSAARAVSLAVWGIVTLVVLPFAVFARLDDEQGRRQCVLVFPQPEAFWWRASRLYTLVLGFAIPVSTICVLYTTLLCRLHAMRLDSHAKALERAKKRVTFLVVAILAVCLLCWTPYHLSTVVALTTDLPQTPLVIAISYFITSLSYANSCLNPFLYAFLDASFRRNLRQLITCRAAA
NALP1 yeast inh: NALP1 inhibition | S. cerevisiae NALP1/ASC/caspase-1 growth, X-gal OD620, 72 h | inhibition, % at 10 µM | hit rate 0.61% among 280,000; in the data active = inhibition mostly above about 24%, no sharp cut-off; inactive = mostly below about 32%; note: some compounds called inactive have numbers as strong as hits
PfM18AAP inh: blocks P. falciparum M18 aspartyl aminopeptidase | recombinant PfM18AAP, H-Glu-NHMec fluorogenic cleavage | inhibition, % at 7.35 µM | hit rate 1.2% among 290,000 | AID 1822;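 active = inhibition above the campaign mean inhibition over all tested compounds plus 3 SD, cut at about 28% in these data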;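 note: 0% = plate median of test compound wells and 100% = 2 mM ZnCl2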
OXTR potentiator: human OXTR potentiation | P30559 | CHO-OTR cells, Fluo-8 calcium fluorescence, potentiator mode; 0% = oxytocin EC15, 100% = EC100 | hit rate 0.061% among 320,000 | activation, % at 3 µM;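 active = activation above that plate's cutoff, the mean activation of tested compounds plus 3 SD, cut at about 6.6% in these data, passing the limit was not always enough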;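 note: 100% uses oxytocin at 75 nM as the full agonist control; some results filed as inactive read as strong as hits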
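Material: CHO-OTR cells, human receptor; compound dosing: single dose, 3.0 µM nominal final compound concentration; schedule: 6 min compound pre-incubation at room temperature, 100 s kinetic read; measured by: kinetic Fluo-8 calcium fluorescence; read-out basis: % activation vs EC15 and EC100 oxytocin; controls: EC15 oxytocin alone as 0%, 75 nM oxytocin as 100%; replicates: singlicate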
* = called active by the depositor. Hits appear at their usual frequency; about 4.1% have a hit in one of these screens.

`CCC(C)(C(=O)NC1CCCCC1)N(C(=O)C1CCC(=O)N1)c1ccccc1` (stereo unspecified) gave V1R ag counter 1.0, MEKK2 WT-MEK5 102, OXTR agonist -0.3, MEKK2 mut-MEK5 0, GalR3 antagonist -3, GPR7 antag -1, NALP1 yeast inh -3, PfM18AAP inh 3 and OXTR potentiator -13.
Screening CCOc1ccccc1C1NC(=O)NC(C)=C1C(=O)OCc1ccco1 (stereo unspecified) returned V1R ag counter -0.7, MEKK2 WT-MEK5 97, OXTR agonist -1.3, MEKK2 mut-MEK5 -3, GalR3 antagonist -2, GPR7 antag -21, NALP1 yeast inh 30, PfM18AAP inh -10 and OXTR potentiator -4.
Screening CC(=O)c1cccc(NC(=O)COC(=O)Cn2cnc3ccccc32)c1 returned V1R ag counter 0.4, OXTR agonist 1.2, GalR3 antagonist -5 and OXTR potentiator -1.
OCCOc1ccc(CN2CCN(CCCc3ccccc3)C(CCO)C2)cc1 (stereo unspecified) was read as MEKK2 WT-MEK5 115, MEKK2 mut-MEK5 3, GalR3 antagonist -8, GPR7 antag -3, NALP1 yeast inh 22 and PfM18AAP inh -6.
For COc1ccccc1-c1nc2s/c(=C\c3cccs3)c(=O)n2n1 the results were V1R ag counter -0.9, MEKK2 WT-MEK5 105, OXTR agonist -0.1, MEKK2 mut-MEK5 5, GalR3 antagonist 1, GPR7 antag -8, NALP1 yeast inh 0, PfM18AAP inh -4 and OXTR potentiator -2.
Cc1nc2ccccc2c(=O)n1NC(=O)c1cc(Br)ccc1Cl was read as V1R ag counter 0.2, MEKK2 WT-MEK5 87, OXTR agonist 0.2, MEKK2 mut-MEK5 -19, GalR3 antagonist -6, GPR7 antag -6, PfM18AAP inh 1 and OXTR potentiator -1.
`Cc1ccc(C(=O)N/C(=C/c2ccco2)C(=O)N2CCCCCC2)cc1` gave V1R ag counter -0.3, MEKK2 WT-MEK5 99, OXTR agonist -0.4, MEKK2 mut-MEK5 -7, GalR3 antagonist -9, GPR7 antag 1, NALP1 yeast inh 11, PfM18AAP inh 11 and OXTR potentiator -14.
COCCn1c(SCC(=O)N2CC(=O)Nc3ccccc32)nnc1-c1ccoc1C was read as V1R ag counter -1.4, MEKK2 WT-MEK5 101, OXTR agonist -0.2, MEKK2 mut-MEK5 1, GalR3 antagonist -5, GPR7 antag -17, NALP1 yeast inh -14, PfM18AAP inh -5 and OXTR potentiator -11.
For CSc1nc(-c2ccccc2)c(-c2ccccc2)[nH]1 the results were V1R ag counter 18, MEKK2 WT-MEK5 100, OXTR agonist 23*, MEKK2 mut-MEK5 -1, GalR3 antagonist -7, GPR7 antag 5, NALP1 yeast inh 21, PfM18AAP inh -12 and OXTR potentiator -20.
`COc1ccccc1Cn1c(=S)[nH]c2cc(C(=O)N3CCN(c4ccccc4OC)CC3)ccc2c1=O` gave V1R ag counter 0.4, MEKK2 WT-MEK5 97, OXTR agonist 1.5, MEKK2 mut-MEK5 -1, GalR3 antagonist 0, GPR7 antag -7, NALP1 yeast inh 5, PfM18AAP inh -14 and OXTR potentiator -6.
Screening Cc1ccc(COc2ccsc2-c2n[nH]c(=S)n2C)cc1 returned V1R ag counter -0.4, MEKK2 WT-MEK5 100, OXTR agonist -0.2, MEKK2 mut-MEK5 1, GalR3 antagonist -1, GPR7 antag -6, NALP1 yeast inh 4, PfM18AAP inh 7 and OXTR potentiator -8.
Screening C=CC[C@@H](CC(=O)N(CCO)Cc1ccccc1)C(=O)N[C@@H](C)COC(=O)[C@@H](CC=C)Cc1ccc(F)cc1 returned V1R ag counter 2.0, OXTR agonist -2.0, GalR3 antagonist 0 and OXTR potentiator -8.
`COCCCNC(=O)c1cn(CCOC)c(=O)c2c1c1ccccc1n2C` gave V1R ag counter 1.0, MEKK2 WT-MEK5 106, OXTR agonist -0.9, MEKK2 mut-MEK5 5, GalR3 antagonist -10, GPR7 antag 0, NALP1 yeast inh 13, PfM18AAP inh -2 and OXTR potentiator -14.
`CN1CCN(C2CC(=O)N(c3ccc4c(c3)OCCO4)C2=O)CC1` (stereo unspecified) gave V1R ag counter 1.4, MEKK2 WT-MEK5 104, OXTR agonist 0.2, MEKK2 mut-MEK5 3, GalR3 antagonist -1, GPR7 antag 8, NALP1 yeast inh 11, PfM18AAP inh 3 and OXTR potentiator -5.
`COc1ccc(C(=O)Nc2ccc3nc(N4CCCCC4)cc(C)c3c2)c(OC)c1` gave V1R ag counter -0.3, MEKK2 WT-MEK5 97, OXTR agonist -0.2, MEKK2 mut-MEK5 -1, GalR3 antagonist 2, GPR7 antag -9, NALP1 yeast inh 10, PfM18AAP inh -3 and OXTR potentiator -1.
Screening O=C(NCc1ccccn1)c1ccc(OC2CCN(Cc3ccccc3O)CC2)cc1 returned V1R ag counter -0.2, MEKK2 WT-MEK5 106, OXTR agonist 0.5, MEKK2 mut-MEK5 10, GalR3 antagonist -6, GPR7 antag -11, NALP1 yeast inh 3, PfM18AAP inh -5 and OXTR potentiator -8.
`CN(C(=O)CSc1nnc(-c2ccncc2)n1C)C1CCS(=O)(=O)C1` (stereo unspecified) gave V1R ag counter 0.8, MEKK2 WT-MEK5 102, OXTR agonist 0.0, MEKK2 mut-MEK5 5, GalR3 antagonist -3, GPR7 antag -8, NALP1 yeast inh -2, PfM18AAP inh 0 and OXTR potentiator -20.
Screening CCc1ccc(CN(C(=O)c2cc3ccccc3oc2=O)C2CCS(=O)(=O)C2)cc1 (stereo unspecified) returned V1R ag counter 0.7, MEKK2 WT-MEK5 99, OXTR agonist -1.7, MEKK2 mut-MEK5 -1, GalR3 antagonist -1, GPR7 antag 4, NALP1 yeast inh 19, PfM18AAP inh -1 and OXTR potentiator -4.
Screening CCCn1c(N)c(C(=O)COC(=O)CNC(=O)c2ccccc2OCC)c(=O)[nH]c1=O returned V1R ag counter -0.4, OXTR agonist -1.2, GalR3 antagonist -2 and OXTR potentiator -7.
Cc1cc(N/N=C/c2ccc(N(C)C)cc2)nc(NCc2ccccc2)n1 was read as V1R ag counter -1.1, MEKK2 WT-MEK5 229*, OXTR agonist -0.3, MEKK2 mut-MEK5 75*, GalR3 antagonist -7, GPR7 antag 15, NALP1 yeast inh 6, PfM18AAP inh 3 and OXTR potentiator -12.
`CCC(C)(C)NC(=O)C(c1ccc(OC)cc1)N(C(=O)CCC(=O)Nc1cc(C)on1)c1ccc(OC)cc1OC` (stereo unspecified) gave V1R ag counter -0.5, MEKK2 WT-MEK5 94, OXTR agonist -1.3, MEKK2 mut-MEK5 -2, GalR3 antagonist -7, GPR7 antag 12, NALP1 yeast inh 10, PfM18AAP inh 4 and OXTR potentiator -9.
For Cc1ccc2nc(-c3ccccc3)cc(C(=O)NNC(=O)c3csc(N4CCOCC4)n3)c2c1 the results were V1R ag counter 1.3, OXTR agonist 0.1, GalR3 antagonist -1 and OXTR potentiator -5.
For CCCCn1c(SCC(=O)/C(C#N)=C(\C)N)nc2ccccc2c1=O the results were V1R ag counter 0.6, MEKK2 WT-MEK5 101, OXTR agonist -1.7, MEKK2 mut-MEK5 -1, GalR3 antagonist -2, GPR7 antag -9, NALP1 yeast inh 15, PfM18AAP inh -8 and OXTR potentiator 3.
`COc1ccc(/C=C/C(=O)OCC(=O)NC2CCCC2)cc1` gave V1R ag counter 1.2, OXTR agonist 2.7, GalR3 antagonist 0 and OXTR potentiator -6.
`CCOc1ccc(NC(=O)Nc2c(C)n(C)n(-c3ccccc3)c2=O)cc1` gave V1R ag counter 0.4, MEKK2 WT-MEK5 103, OXTR agonist 2.7, MEKK2 mut-MEK5 2, GalR3 antagonist -11, GPR7 antag -5, NALP1 yeast inh 15, PfM18AAP inh -4 and OXTR potentiator -16.
For Cc1ccc(-c2n[nH]c(=O)c3ccccc23)cc1S(=O)(=O)NCCO the results were V1R ag counter -0.4, MEKK2 WT-MEK5 96, OXTR agonist 0.4, MEKK2 mut-MEK5 -1, GalR3 antagonist -2, GPR7 antag 4, NALP1 yeast inh -3, PfM18AAP inh 8 and OXTR potentiator -3.
Cc1ccc(Nc2c(-c3ccccc3O)nc3ncccn23)cc1 was read as V1R ag counter -1.1, MEKK2 WT-MEK5 108, OXTR agonist -0.8, MEKK2 mut-MEK5 28, GalR3 antagonist -4, GPR7 antag -13, NALP1 yeast inh 20, PfM18AAP inh 7 and OXTR potentiator -2.
For Cc1nn2c(-c3ccc(F)cc3)ccnc2c1Cl the results were V1R ag counter -1.2, MEKK2 WT-MEK5 100, OXTR agonist -2.0, MEKK2 mut-MEK5 6, GalR3 antagonist -15, GPR7 antag 21, NALP1 yeast inh 5, PfM18AAP inh -6 and OXTR potentiator -14.
For Brc1ccc(-c2nc3ccccc3s2)s1 the results were V1R ag counter 0.0, MEKK2 WT-MEK5 102, OXTR agonist -1.2, MEKK2 mut-MEK5 1, GalR3 antagonist -4, GPR7 antag 6, NALP1 yeast inh 11, PfM18AAP inh -1 and OXTR potentiator -6.
`Cc1c(C(=O)N2CCc3ccccc32)oc2ccccc12` gave V1R ag counter -1.5, MEKK2 WT-MEK5 96, OXTR agonist -2.0, MEKK2 mut-MEK5 -2, GalR3 antagonist -12, GPR7 antag -3, NALP1 yeast inh 18, PfM18AAP inh 0 and OXTR potentiator -6.
Screening COc1cccc(CN2CC(C(=O)NC3(c4ccccc4)CC3)CCC2=O)c1 (stereo unspecified) returned V1R ag counter -0.1, MEKK2 WT-MEK5 109, OXTR agonist -0.6, MEKK2 mut-MEK5 11, GalR3 antagonist 2, GPR7 antag -13, NALP1 yeast inh 14, PfM18AAP inh 4 and OXTR potentiator 1.
CNC(=O)/C(C#N)=C/c1c(N2CCCCCC2)nc2ccccn2c1=O was read as V1R ag counter 2.1, MEKK2 WT-MEK5 103, OXTR agonist 1.2, MEKK2 mut-MEK5 1, GalR3 antagonist -6, GPR7 antag -2, NALP1 yeast inh 13, PfM18AAP inh 9 and OXTR potentiator -13.
Screening Cc1cc(N/C=C\C(=O)c2ccc(Cl)c(Cl)c2)no1 returned V1R ag counter 11, MEKK2 WT-MEK5 108, OXTR agonist -0.6, MEKK2 mut-MEK5 21, GalR3 antagonist -1, GPR7 antag -4, NALP1 yeast inh -11, PfM18AAP inh -8 and OXTR potentiator -4.
COc1cc2cc(CN(CCc3cccc(C)c3)C(=S)NCCCN(C)C)c(=O)[nH]c2cc1OC was read as V1R ag counter 0.2, MEKK2 WT-MEK5 106, OXTR agonist -0.6, MEKK2 mut-MEK5 3, GalR3 antagonist -3, GPR7 antag -4, NALP1 yeast inh -7, PfM18AAP inh -2 and OXTR potentiator -7.
`CCOC(=O)c1cc(NC(=O)Nc2nc3ccccc3s2)c(C)nc1C` gave V1R ag counter -0.1, MEKK2 WT-MEK5 101, OXTR agonist 0.7, MEKK2 mut-MEK5 -1, GalR3 antagonist -1, GPR7 antag -8, NALP1 yeast inh 25, PfM18AAP inh -2 and OXTR potentiator -3.
COc1ccc(/C=C/C(=O)N(C(C)C)C(C)C)cc1Br was read as V1R ag counter -1.3, MEKK2 WT-MEK5 106, OXTR agonist -1.2, MEKK2 mut-MEK5 9, GalR3 antagonist -3, GPR7 antag -7, NALP1 yeast inh 28, PfM18AAP inh -3 and OXTR potentiator -11.
